Bioassay records deposited in PubChem BioAssay by several laboratories.
RPL19A TOR yeast – yeast TOR pathway RPL19A-GFP modulation. S. cerevisiae RPL19A-GFP strain, flow cytometry, 3 h; hits give low values. 330,000 tested, 0.3% active. percent response vs DMSO, % at 10 µM;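 active = percent response vs DMSO below 50%; inconclusive = fewer than 70 events counted for the yeast strain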;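 note: median channel GFP fluorescence of the barcoded RPL19A-GFP strain; ratio of sample median GFP to plate DMSO average so 100% = DMSO; lower means less RPL19A-GFP as with rapamycin TOR inhibition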
MEP2 TOR yeast – modulators of TOR pathway MEP2-GFP in S. cerevisiae; S. cerevisiae MEP2-GFP strain, flow cytometry GFP, 3 h; 100% = DMSO control level; GFP response vs DMSO, % at 10 µM; 330,000 tested, 0.51% active; AID 2016;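 active = GFP response versus DMSO above a set limit, roughly screen mean plus 3 SD, cut at about 180% in these data; inconclusive = fewer than 70 cells counted for a yeast strain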;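 note: median GFP fluorescence of the barcode-gated MEP2-GFP cells per well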
GASC-1 inh – human JMJD2C demethylase inhibition; Q9H3R0; GST-JMJD2C(1-420) H3K9me3 demethylation, DELFIA europium; inhibition, % at 2.35 µM; 330,000 tested, 0.069% active; AID 2099;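 active = more than half of a compound's replicate wells show inhibition beyond 50%, single wells judged on their own value; inconclusive = some, but no more than half, of replicates pass 50% inhibition; inactive = no replicate passes 50% inhibition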;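 note: signal counts dimethyl H3K9 product captured on neutravidin plate; 0% = median of DMSO wells and 100% = 0.3 times that DMSO median; strong numbers were not always called active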
Target sequence (Q9H3R0 1-420 limits assumed): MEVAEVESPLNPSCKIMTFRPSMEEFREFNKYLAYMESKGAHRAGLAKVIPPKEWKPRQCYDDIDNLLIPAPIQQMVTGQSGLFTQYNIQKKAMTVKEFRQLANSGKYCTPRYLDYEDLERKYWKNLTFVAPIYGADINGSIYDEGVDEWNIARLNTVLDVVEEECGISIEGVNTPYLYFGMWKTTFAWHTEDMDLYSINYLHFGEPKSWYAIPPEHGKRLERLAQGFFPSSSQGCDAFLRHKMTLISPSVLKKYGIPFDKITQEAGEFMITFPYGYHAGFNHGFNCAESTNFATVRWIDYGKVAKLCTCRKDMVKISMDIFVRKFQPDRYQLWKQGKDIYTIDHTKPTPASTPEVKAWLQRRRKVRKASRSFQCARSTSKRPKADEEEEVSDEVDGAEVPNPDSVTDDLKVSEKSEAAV
LAP4 TOR yeast – modulators of TOR pathway LAP4-GFP in S. cerevisiae | S. cerevisiae LAP4-GFP multiplex, flow cytometry GFP, 3 h; median GFP as percent of DMSO wells | GFP response vs DMSO, % at 10 µM | 320,000 tested, 0.34% active | AID 2023;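 active = GFP response vs DMSO above a set limit, about the screen mean plus 3 SD, cut at about 150% in these data; inconclusive = under 70 cell events counted for the yeast strain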
VLA-4 inh – inhibition in a human VLA-4 binding assay; P13612; VLA-4 expressing cells, ligand binding flow cytometry; inhibition, % (about 7 µM as worked out from the volumes in the protocol); 330,000 tested, 0.2% active; AID 2557; in the data active = inhibition above about 50%
AGP1 TOR yeast – alters AGP1-GFP fluorescence in TOR pathway yeast screen. S. cerevisiae AGP1-GFP multiplex flow cytometry, 3 h; GFP as percent of DMSO wells. GFP response vs DMSO, % at 10 µM. 320,000 tested, 0.02% active;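 active = GFP response relative to DMSO above a set limit, near screen average plus 3 SD, cut at about 150% in these data; inconclusive = fewer than 70 cells counted for the yeast strain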;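 note: median GFP channel fluorescence of the gated AGP1 strain per well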
GRK2 inh – blocks RNA aptamer binding to human GRK2. P25098. bead flow cytometry, FAM-aptamer displacement from GRK2. inhibition of aptamer binding, % at 10 µM. 330,000 tested, 0.59% active;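 active = inhibition of aptamer binding above 40%, roughly 3 SD of noise, on plates passing a quality check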;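 note: median bead fluorescence of bound FAM aptamer so fluorescent compounds give negative values; no value below 0 was filed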
Target sequence (P25098 whole entry, looked up): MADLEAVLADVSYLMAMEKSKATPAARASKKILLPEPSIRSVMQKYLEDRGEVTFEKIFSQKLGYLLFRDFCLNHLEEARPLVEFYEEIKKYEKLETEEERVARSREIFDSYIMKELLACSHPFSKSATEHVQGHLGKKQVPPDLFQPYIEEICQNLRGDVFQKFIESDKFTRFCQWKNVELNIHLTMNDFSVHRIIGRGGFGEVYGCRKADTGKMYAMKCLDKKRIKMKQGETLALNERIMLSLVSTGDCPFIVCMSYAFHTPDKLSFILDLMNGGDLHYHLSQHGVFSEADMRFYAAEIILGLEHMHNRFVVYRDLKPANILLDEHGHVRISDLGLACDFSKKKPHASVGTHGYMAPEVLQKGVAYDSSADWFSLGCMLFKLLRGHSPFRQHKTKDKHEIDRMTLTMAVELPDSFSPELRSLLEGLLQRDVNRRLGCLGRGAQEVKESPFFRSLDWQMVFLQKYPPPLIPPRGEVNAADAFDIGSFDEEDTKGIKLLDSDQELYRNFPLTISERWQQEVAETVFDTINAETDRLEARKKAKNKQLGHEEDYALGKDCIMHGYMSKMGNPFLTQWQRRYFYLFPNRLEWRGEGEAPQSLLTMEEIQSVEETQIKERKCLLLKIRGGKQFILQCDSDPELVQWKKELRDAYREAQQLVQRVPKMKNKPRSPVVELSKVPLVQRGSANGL
CIT2-GFP yeast – alters CIT2-GFP fluorescence in TOR pathway yeast screen; S. cerevisiae CIT2-GFP strain, flow cytometry, 3 h; 100 means same as DMSO wells; GFP response vs DMSO, % at 10 µM; 320,000 tested, 0.065% active; AID 2029;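 active = GFP response relative to DMSO above a set limit, near the screen mean plus 3 SD, cut at about 150% in these data; inconclusive = Fewer than 70 cells measured for a yeast strain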;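 note: ratio of well median GFP fluorescence to mean of DMSO wells on the plate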
An asterisk follows results filed as active; ? = inconclusive; . = no result given; [ ] = remark or other dose.

(1) O=C1C=C(c2ccc(Cl)c(C(F)(F)F)c2)C[C@@H](c2ccc(F)cc2)C1
(2) C/C(=N\NC(=O)c1ccc(-c2ccccc2)cc1)c1ccco1
(3) Cc1cccc(NC(=S)N(CCCN2CCOCC2)Cc2ccco2)c1
(4) COC(=O)CN(n1cnnc1)S(=O)(=O)c1ccccc1Cl
(5) CN(c1ccccc1)S(=O)(=O)c1ccc(NC(=O)c2cccs2)cc1
(6) CSc1nc(-c2ccc(Cl)cc2)nn1C(=O)c1ccco1

assay / entry	1	2	3	4	5	6
RPL19A TOR yeast	100	104	101	94	93	91
MEP2 TOR yeast	109	101	101	94	95	95
GASC-1 inh	7	-8	5	25	-39	2
LAP4 TOR yeast	109	105	99	95	97	89
VLA-4 inh	-2	0	5	20	1	1
AGP1 TOR yeast	98	103	101	94	92	89
GRK2 inh	4	0	0	0	0	3
CIT2-GFP yeast	103	96	95	94	86	92

(7) CC(=O)NC(Cc1ccccc1C)C(=O)NC1CCN(c2nnnn2-c2ccccc2)CC1 (stereo not drawn)
(8) Cc1ccn2cc(-c3ccc(O)c(O)c3)nc2c1
(9) CC1CN(c2ccc(NC(=S)NNCCC#N)cc2)CC(C)O1 (stereo not drawn)
(10) CCCN(CCO)Cc1ccc(Cl)c(Cl)c1
(11) O=c1ccc(/C=C/c2ccccc2)nn1Cc1ccc(F)cc1
(12) CN(CCOc1ccc(Cl)c(Cl)c1)Cc1ccccc1

assay / entry	7	8	9	10	11	12
RPL19A TOR yeast	104	100	103	98	86	103
MEP2 TOR yeast	105	98	101	104	93	99
GASC-1 inh	-8	21	-2	5	-22	9
LAP4 TOR yeast	104	95	100	104	86	88
VLA-4 inh	3	23	17	3	2	29
AGP1 TOR yeast	107	101	106	100	82	96
GRK2 inh	0	1	2	3	0	0
CIT2-GFP yeast	103	99	108	103	.	97

(13) CSc1ccc(S(=O)(=O)NC2CCCCCC2)cc1
(14) CN(CC(=O)Nc1cccc2ccccc12)c1ccc(S(=O)(=O)N2CCOCC2)cn1
(15) O=C(NCCc1cccc(Cl)c1)C1CCC(=O)N(Cc2ccc(Cl)cc2)C1 (stereo not drawn)
(16) COc1ccccc1N1CC(C(=O)Nc2nc(C)cs2)CC1=O (stereo not drawn)
(17) CCc1ccc(OCC(O)CN2CCN(c3ccc(OC)cc3)CC2)cc1 (stereo not drawn)
(18) COC(=O)c1ccccc1CSc1nsc(C)c1C#N

assay / entry	13	14	15	16	17	18
RPL19A TOR yeast	98	106	102	104	112	105
MEP2 TOR yeast	98	110	99	107	115	105
GASC-1 inh	13	12	17	-2	9	2
LAP4 TOR yeast	107	109	102	108	106	99
VLA-4 inh	5	-4	10	0	10	4
AGP1 TOR yeast	90	110	108	114	100	103
GRK2 inh	3	0	0	5	0	2
CIT2-GFP yeast	91	111	108	104	99	101

(19) COc1ccccc1-c1cc(C(=O)N2CCCC2)no1
(20) CC(Oc1ccccc1F)C(=O)NNC(=O)C1CC(=O)N(c2ccc3c(c2)OCCO3)C1 (stereo not drawn)
(21) CCc1ccc(NC(=O)C[n+]2cc(-c3ccc(C)cc3)n3c2CCC3)cc1
(22) COC(=O)c1cccc(C23CC4(C2)[C@H](CN(Cc2ccc(-c5ccccc5)cc2)[C@@H]4c2ccccc2)C3c2ccc(Cl)nc2)c1 (stereo partly drawn)
(23) CC(C)c1ccc(C(=O)N2CCN(CCO)CC2)cc1
(24) Cc1c(CCO)c(=O)[nH]n1S(=O)(=O)c1cccc(C(F)(F)F)c1

assay / entry	19	20	21	22	23	24
RPL19A TOR yeast	103	101	94	93	90	98[may fluoresce green]
MEP2 TOR yeast	114	103	96	88	95	97[may fluoresce green]
GASC-1 inh	-5	7	40	-3	6	5
LAP4 TOR yeast	107	100	104	118	90	106[may fluoresce green]
VLA-4 inh	8	19	3	-6	-2	0
AGP1 TOR yeast	105	101	101	78	98	106[may fluoresce green]
GRK2 inh	2	1	0	7	2	12
CIT2-GFP yeast	108	92	98	68	94	120[may fluoresce green]

(25) O=C(NCc1ccc(F)cc1)Nc1ccccc1
(26) Cc1cc(C)nc(SCC(=O)Nc2ncccn2)n1
(27) COc1cccc(C(=O)NCCS(=O)(=O)N(C)Cc2ccccc2)c1
(28) Cc1ccccc1OCCn1c(=S)[nH]c2ccccc21
(29) CCOC(=O)Cc1csc(NC(=O)COc2ccccc2OC)n1
(30) CSc1ccccc1N=Cc1nc(-c2ccccc2)oc1O

assay / entry	25	26	27	28	29	30
RPL19A TOR yeast	106	96	94	101	94	98
MEP2 TOR yeast	93	98	92	103	92	110
GASC-1 inh	12	7	6	-2	-6	1
LAP4 TOR yeast	71	89	98	100	97	108
VLA-4 inh	1	12	36	1	16	-8
AGP1 TOR yeast	88	94	98	103	90	70
GRK2 inh	3	0	3	0	0	0
CIT2-GFP yeast	87	94	104	99	86	106

(31) CN(C)c1ccc(NC(=O)CSc2nnc(C3CCCCC3)n2N)cc1
(32) Nc1ccccc1SC1CC(=O)N(c2ccc3c(c2)OCCO3)C1=O (stereo not drawn)
(33) O=[N+]([O-])c1ccccc1CSc1nnc2ccccn12
(34) O=C1CCN(Cc2ccccc2)S(=O)(=O)c2ccc(C(F)(F)F)cc21
(35) CCOc1ccc(S(=O)(=O)N2CCC(C(=O)N3CCN(Cc4ccccc4)CC3)CC2)cc1
(36) CNC(=O)c1cc2cc(Br)ccc2s1

assay / entry	31	32	33	34	35	36
RPL19A TOR yeast	99	98	97	95	103	98
MEP2 TOR yeast	114	100	102	85	103	102
GASC-1 inh	5	10	21	-2	-3	1
LAP4 TOR yeast	92	105	105	106	92	98
VLA-4 inh	32	20	-2	-4	14	0
AGP1 TOR yeast	100	98	104	96	103	95
GRK2 inh	0	2	0	0	0	1
CIT2-GFP yeast	109	97	101	101	91	90

(37) Cc1ccccc1-c1nc(CS(=O)(=O)CC(=O)NCCCN2CCCC2)c(C)o1
(38) COc1cc(S(=O)(=O)NCC(c2ccco2)N2CCCCC2)ccc1NC(C)=O (stereo not drawn)
(39) CC1C(=O)N2CCCc3cc(NC(=O)C(=O)NCCN4CCOCC4)cc1c32 (stereo not drawn)
(40) Cc1cccc(-c2nc(N)nc(N)n2)c1
(41) C/C(=C\c1cccc(Cl)c1)C(=O)c1c(C)cc(C)[nH]c1=O
(42) CCCCN(CC)CCNC(=O)c1cc2c(=O)[nH]c3ccccc3c2n1C

assay / entry	37	38	39	40	41	42
RPL19A TOR yeast	106	115	106	105	102	97
MEP2 TOR yeast	99	115	107	107	102	87
GASC-1 inh	57	6	23	-22	-16	6
LAP4 TOR yeast	95	116	100	119	99	99
VLA-4 inh	26	5	6	-2	2	1
AGP1 TOR yeast	105	111	109	113	93	93
GRK2 inh	0	9	3	1	0	0
CIT2-GFP yeast	107	108	107	104	99	88

(43) S=c1[nH]nc(-c2cccc(Cl)c2)n1/N=C/c1ccco1
(44) COc1ccc(CNC(=O)C2CCC(CNS(=O)(=O)c3ccccc3)CC2)cc1 (stereo not drawn)
(45) Cc1nc(NCC2CC2)c2nnn(Cc3ccccc3)c2n1
(46) COc1ccc(Cl)cc1NC(=O)CSc1nc(Nc2ccccc2)nc(N2CCOCC2)n1
(47) O=C(c1ccc([N+](=O)[O-])o1)N(Cc1nnc(-c2ccccc2Cl)o1)C1CC1
(48) Fc1cccc(NCCc2c[nH]c3ccccc23)n1

assay / entry	43	44	45	46	47	48
RPL19A TOR yeast	101	104	98	111	98	101
MEP2 TOR yeast	99	104	99	96	103	104
GASC-1 inh	3	-2	-3	2	-45	0
LAP4 TOR yeast	116	93	108	87	101	100
VLA-4 inh	-3	6	12	5	-4	5
AGP1 TOR yeast	100	100	102	102	107	88
GRK2 inh	.	0	1	2	0	0
CIT2-GFP yeast	93	105	97	.	91	94

(49) CCCCn1c(=O)[nH]c2nc3cc(NC(C)=O)ccc3nc2c1=O
(50) CSCCC(NS(=O)(=O)c1ccccc1F)C(=O)NCc1cccs1 (stereo not drawn)
(51) CC1CN(Cc2c(O)ccc3c(=O)c(-c4ccccc4)coc23)CC(C)O1 (stereo not drawn)
(52) Clc1ccc(CSc2nnc(-c3ccncc3)o2)cc1
(53) CCn1nc(C)c(NC(=O)c2ccc(Br)o2)c1C
(54) COc1ccc(S(=O)(=O)Nc2ccccc2C(=O)N2CCOCC2)cc1Br

assay / entry	49	50	51	52	53	54
RPL19A TOR yeast	100	97	100	67[may fluoresce violet]	103	113
MEP2 TOR yeast	105	102	100	179*[may fluoresce violet]	101	100
GASC-1 inh	6	2	-3	3	-3	11
LAP4 TOR yeast	108	108	99	108[may fluoresce violet]	94	76
VLA-4 inh	-49	9	17	-4	-2	-3
AGP1 TOR yeast	101	99	100	17[may fluoresce violet]	94	77
GRK2 inh	0	61*	8	2	1	0
CIT2-GFP yeast	100	87	97	?	96	81

(55) Cc1c(NC(=O)COC(=O)Cc2ccc(Br)cc2)c(=O)n(-c2ccccc2)n1C
(56) Cc1ccc(CNS(=O)(=O)c2ccc3c(c2)OCCO3)cc1
(57) CCOC(=O)c1sc(-c2ccc(OC)cc2)cc1N
(58) Cc1cc(C(=O)Cn2nnc3ccccc3c2=O)c(C)n1-c1c(C)n(C)n(-c2ccccc2)c1=O
(59) CCOC(=O)c1[nH]c2ccccc2c1NC(=O)c1ccco1
(60) CCOC(=O)C1=C(C)NC2=C(C(=O)C(C(=O)OCC)C(c3cccc(OC)c3)C2)C1c1ccccn1 (stereo not drawn)

assay / entry	55	56	57	58	59	60
RPL19A TOR yeast	93	96	100	107	94	108
MEP2 TOR yeast	99	95	101	109	94	103
GASC-1 inh	-1	4	18	-5	2	0
LAP4 TOR yeast	94	95	93	108	105	94
VLA-4 inh	1	9	3	7	5	-4
AGP1 TOR yeast	96	89	87	108	85	105
GRK2 inh	0	4	2	3	0	1
CIT2-GFP yeast	88	88	105	105	93	102

Complete entries from above.
Listed for `Cc1c(NC(=O)COC(=O)Cc2ccc(Br)cc2)c(=O)n(-c2ccccc2)n1C` = RPL19A TOR yeast: 93; MEP2 TOR yeast: 99; GASC-1 inh: -1; LAP4 TOR yeast: 94; VLA-4 inh: 1; AGP1 TOR yeast: 96; GRK2 inh: 0; CIT2-GFP yeast: 88
Listed for `CCOC(=O)c1[nH]c2ccccc2c1NC(=O)c1ccco1` = RPL19A TOR yeast: 94; MEP2 TOR yeast: 94; GASC-1 inh: 2; LAP4 TOR yeast: 105; VLA-4 inh: 5; AGP1 TOR yeast: 85; GRK2 inh: 0; CIT2-GFP yeast: 93

The results go on.
(61) COCCN(C(=O)COC(=O)c1ccc2[nH]c(C)c(C)c2c1)c1c(N)n(Cc2ccccc2)c(=O)[nH]c1=O
(62) C=CCn1c(CSCc2ccccc2)nnc1SCC(=O)N1CCN(c2ccccc2)CC1
(63) COc1ccccc1Nc1nc(N)nc(CN2CC(C)CC(C)C2)n1 (stereo not drawn)
(64) CCc1ccc(OCC(=O)NC(C)C)cc1
(65) COCCNC(=S)Nc1ccc(S(=O)(=O)Nc2cnc3ccccc3n2)cc1
(66) CC(C)c1onc(C(=O)NC(C)c2ccccc2)c1[N+](=O)[O-] (stereo not drawn)
(67) O=C(Cc1cccc(C(F)(F)F)c1)Nc1cccc(S(=O)(=O)N2CCCC2)c1
(68) COc1ccc(C(=O)O/N=C(\N)c2cccc(C)c2)cc1OC

assay / entry	61	62	63	64	65	66	67	68
RPL19A TOR yeast	96	107	96	97	101	97	96	110
MEP2 TOR yeast	100	100	96	95	100	103	98	121
GASC-1 inh	0	-3	4	-6	-8	-2	-3	-2
LAP4 TOR yeast	106	98	94	98	94	88	98	107
VLA-4 inh	22	0	-3	9	1	2	-9	8
AGP1 TOR yeast	107	105	96	102	84	90	107	95
GRK2 inh	0	0	5	0	1	0	0	2
CIT2-GFP yeast	94	100	93	105	99	98	130	105
